Exocytosis inh – lytic granule exocytosis inhibition; TALL-104 LAMP-1 surface exposure, flow cytometry; cells stimulated with thapsigargin and PMA; inhibition, % at 10 µM; 360,000 compounds, 0.66% hits;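 active = inhibition above about 55%, limit read from the data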
H9c2 protect – myocardial damage modulation in H9c2 cells. H9c2 cardiomyocytes, H2O2 injury protection, ATPLite, 2 h. protection from H2O2 cell death, % at 20 µM. 360,000 compounds, 0.63% hits. AID 588492;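 active = compounds giving at least 50% protection of heart cells from peroxide-induced death in the single-dose screen, raw or plate-pattern-corrected value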;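 note: 0% = DMSO wells with peroxide and 100% = DMSO wells without peroxide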
Vif imaging – blocks HIV Vif function. HEK293T cells, Vif self-association by quenched fluorescence, imaging, 24 h. 340,000 compounds, 0.35% hits. inhibition, % at 7.49 µM; in the data active = inhibition above about 50%, passing the limit was not always enough; note: some results filed as inactive read as strong as hits
m5-HT2A agonist – agonists of mouse serotonin 5-HT2A receptor (HTR2A). P35363. CHO-K1 mHTR2A beta-arrestin complementation, luminescence; percent of 30 µM serotonin response. activation, % at 7.6 µM. 360,000 compounds, 0.66% hits;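 active = activation above a run cutoff, the mean activation of all tested compounds plus 3 SD, cut at about 14% in these data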;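 note: 0% = plate median of compound wells and 100% = 30 µM serotonin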
Target sequence (P35363 whole entry, looked up): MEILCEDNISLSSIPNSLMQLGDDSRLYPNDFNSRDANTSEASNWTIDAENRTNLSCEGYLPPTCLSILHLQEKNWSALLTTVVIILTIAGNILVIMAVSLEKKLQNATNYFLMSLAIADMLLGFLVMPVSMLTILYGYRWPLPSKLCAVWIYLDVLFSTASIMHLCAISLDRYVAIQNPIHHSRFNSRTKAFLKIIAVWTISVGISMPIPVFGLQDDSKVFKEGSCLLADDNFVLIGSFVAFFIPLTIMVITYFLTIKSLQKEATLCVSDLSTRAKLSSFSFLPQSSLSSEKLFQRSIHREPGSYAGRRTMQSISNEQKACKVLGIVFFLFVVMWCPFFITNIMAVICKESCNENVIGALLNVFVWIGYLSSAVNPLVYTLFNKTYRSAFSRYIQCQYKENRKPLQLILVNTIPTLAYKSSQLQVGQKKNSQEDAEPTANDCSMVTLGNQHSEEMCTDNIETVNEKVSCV
Glyco luc inh – blocks N-linked glycosylation in D54 reporter cells | D54 ERlucT glycosylation luciferase reporter, 24 h; percent of 100 nM tunicamycin response | reporter increase, % at 12.5 µM | 360,000 compounds, 0.23% hits | AID 588692;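 active = mean luciferase reporter signal, scaled so untreated is 0 and the glycosylation-blocking control 100, at or above a set limit in every replicate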;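 note: luciferase carries N-glycosylation sites so blocking glycosylation raises the light; 0% = median of neutral control wells and 100% = median of 100 nM tunicamycin wells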
aDG glyco act – alpha-DG glycosylation activation; Pro5-aDG cells, alpha-DG glycosylation AlphaScreen (IIH6); 0% Pro5, 100% B10-LARGE cell signal; activation, % at 10 µM; 360,000 compounds, 0.22% hits;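 active = activation of at least 8% versus controls, or a plate z-score of at least 8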;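 note: Pro5 are CHO cells carrying HIG-tagged alpha-DG that lacks glycosylation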
ABCB6 inh 2 – inhibitors of human ABC transporter ABCB6; Q9NP58; K562-ABCB6 porphyrin accumulation, flow cytometry, 1 h; hits give low values; fluorescence ratio to DMSO, % at 10 µM; 360,000 compounds, 0.19% hits;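 active = fluorescence ratio to DMSO below 75%, the collection mean minus 3 SD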;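 note: signal is porphyrin accumulated inside mitochondria; 100% equals median channel fluorescence of DMSO control wells; lower ratio means ABCB6 inhibition with less porphyrin fluorescence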
CaV13 ICDI inh – Primary screen for inhibitors of IQ motif and Ca2+-dependent inactivation inhibitor domain binding in CACNA1D, Förster resonance energy transfer in living cells, …. HEK cells, CFP/YFP FRET ICDI-IQ, plate reader, 10 min; percent FRET-ratio fall versus neutral wells. inhibition, % at 12.3 µM. 340,000 compounds, 0.098% hits. AID 743397;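 active = mean replicate inhibition of at least 30% and at least 1% of replicates passing that level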;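 note: 0% = median of the neutral control wells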
iPSC survival up – enhancers of human iPSC single-cell survival. survival enhancement, % at 20 µM. hiPSC single-cell survival, ATPlite luminescence; 100% = ROCK inhibitor wells, 0% = DMSO. AID 602274. 360,000 compounds, 0.044% hits; in the data active = survival enhancement above about 18%;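 note: cells exposed to compounds for 16 hours before the ATP read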
PDI inh – blocks human protein disulfide isomerase activity. P07237. PDI insulin aggregation turbidity, A650, 90 min. inhibition, % at 10 µM. 350,000 compounds, 0.052% hits;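 active = mean inhibition across replicates of 30% or more, whatever share of single replicates reach that level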;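 note: absorbance from insulin aggregation driven by PDI reduction with DTT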
Target sequence (P07237 whole entry, looked up): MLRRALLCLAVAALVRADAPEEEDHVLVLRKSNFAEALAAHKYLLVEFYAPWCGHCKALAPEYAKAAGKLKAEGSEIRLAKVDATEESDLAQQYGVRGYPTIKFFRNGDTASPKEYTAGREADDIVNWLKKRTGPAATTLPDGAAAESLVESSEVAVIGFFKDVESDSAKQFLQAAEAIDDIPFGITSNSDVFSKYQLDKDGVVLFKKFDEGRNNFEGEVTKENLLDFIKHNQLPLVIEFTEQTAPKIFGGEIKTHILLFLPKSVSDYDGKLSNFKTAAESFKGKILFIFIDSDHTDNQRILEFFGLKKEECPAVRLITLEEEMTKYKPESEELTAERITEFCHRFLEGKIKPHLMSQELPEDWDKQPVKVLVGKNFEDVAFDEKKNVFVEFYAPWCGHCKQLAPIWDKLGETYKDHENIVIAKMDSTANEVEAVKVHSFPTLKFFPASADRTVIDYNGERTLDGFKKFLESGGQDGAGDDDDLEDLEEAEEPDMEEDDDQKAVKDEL
* hit, by the source's call.

For CN1C(=O)C(C)(C)N(C(=O)c2cccc([N+](=O)[O-])c2)c2ccccc21 the results were Exocytosis inh 0, H9c2 protect -2, Vif imaging 4, m5-HT2A agonist 3, Glyco luc inh 0, aDG glyco act -0.1, ABCB6 inh 2 96, CaV13 ICDI inh -5, iPSC survival up 0.0 and PDI inh 6.
For COc1ccc(CNC2CCSc3ccccc32)cc1OC (stereo unspecified) the results were Exocytosis inh 3, H9c2 protect -4, Vif imaging 7, m5-HT2A agonist -1, Glyco luc inh -2, aDG glyco act 0.2, ABCB6 inh 2 105, CaV13 ICDI inh -4, iPSC survival up 0.0 and PDI inh -1.
Nc1ncnc(Nc2cccc(F)c2)n1 was read as Exocytosis inh -2, H9c2 protect 2, Vif imaging -1, m5-HT2A agonist -2, Glyco luc inh 3, aDG glyco act 0.0, ABCB6 inh 2 93, CaV13 ICDI inh -5, iPSC survival up 0.8 and PDI inh -10.
For CCC(=O)Nc1ccc2c(c1)ncn2-c1ccccc1C the results were Exocytosis inh -9, H9c2 protect -1, Vif imaging 3, m5-HT2A agonist 0, Glyco luc inh 1, aDG glyco act 0.1, ABCB6 inh 2 94, CaV13 ICDI inh 9, iPSC survival up -2.5 and PDI inh -2.
For Cc1ccccc1S(=O)(=O)Cc1ccc(C(=O)NCc2ccccc2)o1 the results were Exocytosis inh 3, H9c2 protect -2, Vif imaging -1, m5-HT2A agonist 6, Glyco luc inh 0, aDG glyco act 0.1, ABCB6 inh 2 96, CaV13 ICDI inh -2, iPSC survival up -0.5 and PDI inh 13.
For COc1ccc(C(=O)COC(=O)CCN2C(=O)C3C4CCC(C4)C3C2=O)cc1 (stereo unspecified) the results were Exocytosis inh -3, H9c2 protect -5, Vif imaging 8, m5-HT2A agonist 3, Glyco luc inh 2, aDG glyco act -0.1, ABCB6 inh 2 103, CaV13 ICDI inh -3, iPSC survival up 8.4 and PDI inh 23.
`COc1ccc(/C=N/NC(=O)CNC(=O)c2cccs2)cc1` gave Exocytosis inh 3, H9c2 protect -2, Vif imaging -5, m5-HT2A agonist -1, Glyco luc inh 4, aDG glyco act -0.1, ABCB6 inh 2 99, CaV13 ICDI inh -5, iPSC survival up 1.9 and PDI inh 3.
CCN(CC(=O)NCc1ccc(Cl)cc1)C(=O)COc1ccc(C)cc1C was read as Exocytosis inh -4, H9c2 protect -1, Vif imaging -7, m5-HT2A agonist -2, Glyco luc inh 0, aDG glyco act -0.1, ABCB6 inh 2 99, CaV13 ICDI inh -6, iPSC survival up -0.4 and PDI inh 4.
For CS(=O)(=O)N(CC(=O)N1CCCC1)c1cccc(C(F)(F)F)c1 the results were Exocytosis inh 2, H9c2 protect -2, Vif imaging 23, m5-HT2A agonist -2, Glyco luc inh 3, aDG glyco act 0.0, ABCB6 inh 2 95, CaV13 ICDI inh -5, iPSC survival up 1.5 and PDI inh 0.
For CCCCCCC(=O)NCC(=O)OCC(=O)c1ccccc1 the results were Exocytosis inh -4, H9c2 protect -3, Vif imaging 13, m5-HT2A agonist -2, Glyco luc inh 1, aDG glyco act -0.2, ABCB6 inh 2 95, CaV13 ICDI inh -5, iPSC survival up 0.5 and PDI inh 4.
Cc1cc(NC(=O)CSc2nnc(C3COc4ccccc4O3)n2C)no1 (stereo unspecified) was read as Exocytosis inh 5, H9c2 protect 17, Vif imaging -3, m5-HT2A agonist -4, Glyco luc inh 0, aDG glyco act -0.1, ABCB6 inh 2 98, CaV13 ICDI inh -7, iPSC survival up -0.4 and PDI inh -3.
`CC[C@@]1(C(=O)OC)N[C@H](CN(C)S(=O)(=O)c2ccc(-c3ccccc3)cc2)[C@@H]2C(=O)N(Cc3ccccc3)C(=O)[C@@H]21` gave Exocytosis inh 0, H9c2 protect 9, Vif imaging -4, m5-HT2A agonist -3, Glyco luc inh -2, aDG glyco act 0.1, ABCB6 inh 2 95, CaV13 ICDI inh -3, iPSC survival up -2.3 and PDI inh 3.
Cc1cc(C)n2nc(C(=O)OCC(=O)Nc3ccc4c(c3)OC(F)(F)O4)nc2n1 was read as Exocytosis inh -1, H9c2 protect -2, Vif imaging -4, m5-HT2A agonist 3, Glyco luc inh -2, aDG glyco act -0.1, ABCB6 inh 2 91, CaV13 ICDI inh -8, iPSC survival up -1.6 and PDI inh -6.
Screening Cc1ccccc1NC(=O)CSc1nnc(-c2ccoc2C)n1CCc1ccccc1 returned Exocytosis inh -2, H9c2 protect 4, Vif imaging 4, m5-HT2A agonist -1, Glyco luc inh -6, aDG glyco act 0.2, ABCB6 inh 2 94, CaV13 ICDI inh -2, iPSC survival up -2.9 and PDI inh 5.
For O=C(N/N=C/c1ccco1)c1cc(-c2cccs2)[nH]n1 the results were Exocytosis inh -2, H9c2 protect -1, Vif imaging -2, m5-HT2A agonist -2, Glyco luc inh 2, aDG glyco act -0.5, ABCB6 inh 2 103, CaV13 ICDI inh 0, iPSC survival up -2.3 and PDI inh -19.
`CC1(C(=O)NS(=O)(=O)c2cccc(C#N)c2)CCN1C(=O)C/C=C/c1ccccc1` (stereo unspecified) gave Exocytosis inh 49, H9c2 protect 5, Vif imaging 1, m5-HT2A agonist 7, Glyco luc inh 0, aDG glyco act -0.2, ABCB6 inh 2 97, CaV13 ICDI inh -6, iPSC survival up -0.4 and PDI inh 3.
For O=C(Nc1nc(-c2cccc([N+](=O)[O-])c2)cs1)c1cccc([N+](=O)[O-])c1C(=O)O the results were Exocytosis inh -4, H9c2 protect 8, Vif imaging -4, m5-HT2A agonist 0, Glyco luc inh 2, aDG glyco act -0.2, ABCB6 inh 2 100, CaV13 ICDI inh 6, iPSC survival up 1.7 and PDI inh 9.
CC1C2C(c3ccccc3)N(C)C(=O)N(C)C2N(C)C(=O)N1C (stereo unspecified) was read as Exocytosis inh 4, H9c2 protect 8, Vif imaging 5, m5-HT2A agonist 0, Glyco luc inh 0, aDG glyco act 0.1, ABCB6 inh 2 96, CaV13 ICDI inh -4, iPSC survival up 2.9 and PDI inh 0.
Cc1cccc(C)c1NC1=NC(=S)N(c2ccccc2)C12CCOC(C)(C)C2 (stereo unspecified) was read as Exocytosis inh -5, H9c2 protect -15, Vif imaging -1, m5-HT2A agonist 1, Glyco luc inh 3, aDG glyco act -0.4, ABCB6 inh 2 101, iPSC survival up 2.9 and PDI inh 2.
Screening Cc1onc(-c2ccccc2Cl)c1C(=O)N1CCCC1 returned Exocytosis inh -4, H9c2 protect -1, Vif imaging 1, m5-HT2A agonist 2, Glyco luc inh 4, aDG glyco act 0.0, ABCB6 inh 2 97, CaV13 ICDI inh -7, iPSC survival up 0.3 and PDI inh -5.

As a working copy, part of the list above:
`CC[C@@]1(C(=O)OC)N[C@H](CN(C)S(=O)(=O)c2ccc(-c3ccccc3)cc2)[C@@H]2C(=O)N(Cc3ccccc3)C(=O)[C@@H]21` gave Exocytosis inh 0, H9c2 protect 9, Vif imaging -4, m5-HT2A agonist -3, Glyco luc inh -2, aDG glyco act 0.1, ABCB6 inh 2 95, CaV13 ICDI inh -3, iPSC survival up -2.3 and PDI inh 3.
Cc1cc(C)n2nc(C(=O)OCC(=O)Nc3ccc4c(c3)OC(F)(F)O4)nc2n1 was read as Exocytosis inh -1, H9c2 protect -2, Vif imaging -4, m5-HT2A agonist 3, Glyco luc inh -2, aDG glyco act -0.1, ABCB6 inh 2 91, CaV13 ICDI inh -8, iPSC survival up -1.6 and PDI inh -6.
Screening Cc1ccccc1NC(=O)CSc1nnc(-c2ccoc2C)n1CCc1ccccc1 returned Exocytosis inh -2, H9c2 protect 4, Vif imaging 4, m5-HT2A agonist -1, Glyco luc inh -6, aDG glyco act 0.2, ABCB6 inh 2 94, CaV13 ICDI inh -2, iPSC survival up -2.9 and PDI inh 5.
For O=C(N/N=C/c1ccco1)c1cc(-c2cccs2)[nH]n1 the results were Exocytosis inh -2, H9c2 protect -1, Vif imaging -2, m5-HT2A agonist -2, Glyco luc inh 2, aDG glyco act -0.5, ABCB6 inh 2 103, CaV13 ICDI inh 0, iPSC survival up -2.3 and PDI inh -19.

Later entries:
Screening O=C(OCC(=O)N1CCCC1=O)C1CCN(S(=O)(=O)c2ccc(Cl)c(C(F)(F)F)c2)CC1 returned Exocytosis inh 2, H9c2 protect 5, Vif imaging 1, m5-HT2A agonist -13, Glyco luc inh 4, aDG glyco act 0.3, ABCB6 inh 2 101, CaV13 ICDI inh -2, iPSC survival up -0.4 and PDI inh -11.
Cc1ccc(Cl)c(OC(=O)c2ccc(N3CCOCC3)c([N+](=O)[O-])c2)c1 was read as Exocytosis inh -3, H9c2 protect -10, m5-HT2A agonist -4, Glyco luc inh 1, aDG glyco act -0.1, ABCB6 inh 2 96, CaV13 ICDI inh -5, iPSC survival up -0.9 and PDI inh -1.
`COc1cccc(NC(=O)COc2c(F)c(F)c(C(F)(F)F)c(F)c2F)c1` gave Exocytosis inh -2, H9c2 protect -9, Vif imaging -3, m5-HT2A agonist -1, Glyco luc inh 0, aDG glyco act 0.1, ABCB6 inh 2 102, CaV13 ICDI inh -3, iPSC survival up -0.1 and PDI inh -10.
COCCn1c(-c2ccc(-c3ccc([N+](=O)[O-])cc3Br)o2)nc2c1c(=O)[nH]c(=O)n2CC(C)C was read as Exocytosis inh 13, H9c2 protect 15, Vif imaging 6, m5-HT2A agonist -2, Glyco luc inh -7, aDG glyco act -0.3, ABCB6 inh 2 121, CaV13 ICDI inh -23, iPSC survival up 0.3 and PDI inh -9.
For COc1ccc(NC(=O)C(=O)NNC(=O)c2cccs2)c(OC)c1 the results were Exocytosis inh -1, H9c2 protect 5, Vif imaging 8, m5-HT2A agonist 3, Glyco luc inh 0, aDG glyco act -0.1, ABCB6 inh 2 92, CaV13 ICDI inh -4, iPSC survival up 9.1 and PDI inh -9.
Screening Cc1cc(C(=O)Nc2ccccc2C)c2ccccc2n1 returned Exocytosis inh 1, H9c2 protect 6, Vif imaging -11, m5-HT2A agonist -3, Glyco luc inh 1, aDG glyco act -0.1, ABCB6 inh 2 100, CaV13 ICDI inh -19, iPSC survival up -0.4 and PDI inh -29.
For O=C(OCc1ccccc1)c1cccc(-c2nnc(-c3ccccc3)o2)c1 the results were Exocytosis inh 1, H9c2 protect 30, Vif imaging 7, m5-HT2A agonist 0, Glyco luc inh -3, aDG glyco act 0.1, ABCB6 inh 2 96, CaV13 ICDI inh -8, iPSC survival up -3.0 and PDI inh 1.
Screening OC(COc1ccc(Cl)cc1)CN1CCN(c2cccc(Cl)c2)CC1 (stereo unspecified) returned Exocytosis inh 0, H9c2 protect -10, Vif imaging 6, m5-HT2A agonist -14, Glyco luc inh 2, aDG glyco act 0.0, ABCB6 inh 2 93, CaV13 ICDI inh -4, iPSC survival up -0.6 and PDI inh 2.
Screening Cc1cc(-c2nnc(SCC(=O)NC3CCCC3)o2)no1 returned Exocytosis inh -3, H9c2 protect 7, Vif imaging 6, m5-HT2A agonist 1, Glyco luc inh -1, aDG glyco act -0.1, ABCB6 inh 2 95, iPSC survival up -2.2 and PDI inh -4.
Cc1ccc(C(=O)Nc2c(C)n(C)n(-c3ccccc3)c2=O)cc1 was read as Exocytosis inh -1, H9c2 protect -3, m5-HT2A agonist -3, Glyco luc inh 0, aDG glyco act -0.2, ABCB6 inh 2 97, CaV13 ICDI inh -7, iPSC survival up 1.9 and PDI inh -3.

Bioassay records deposited in PubChem by several laboratories.
